PI4K2A block – inhibitors of human PI4K2A. Q9BTU6. purified PI4K2A, ADP-Glo luminescence, 1 h; hits give low values. activity change, negative = inhibition, % at 76.9 µM. 420,000 tested, 0.13% active. AID 1346378; in the data active = activity change below about -50%; inconclusive = mostly about -30% to -49%;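 note: -100% = wells without enzyme as full effect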
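Compounds are screened against recombinant PI4K2A using PI as substrate and ATP, the latter dispensed at 300 microM. Reactions run one hour at ambient temperature before ADP-Glo detection; full inhibition defined by wells lacking enzyme.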
RGS4 inhibitor – human RGS4 inhibition; Potency, µM (series often up to 114 µM), for the others: top-dose activity change, negative = inhibition, hits mostly inhibitors; 390,000 tested, 0.039% active; P49798; Transcreener GDP fluorescence polarization, RGS4-accelerated GTP hydrolysis; note: potency is the fitted concentration of half-maximal effect; % is set by controls: 0 for no effect and ±100 for the full control effect; nearly all actives have a fitted effect of over 75% in size; some results filed as inactive show a strong effect at the top dose
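MLSMR compounds (23 nl, pin-transferred) preincubated 10 min at room temperature with a 500nM (2x) first reagent, then RGS4 at 900nM (2x) plus Transcreener GDP mix added; fluorescence polarization (620/688 nm) read before and after 90 min at 30 °C.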
JMJD2A Tudor inh – JMJD2A Tudor domain (human) inhibition; 390,000 tested, 4.4% active; AlphaScreen JMJD2A-Tudor / H3K4me3 peptide binding; Potency, µM (top dose mostly 114 µM), inactives show top-dose activity change, negative = inhibition, usual class: inhibitors; AID 504339; note: potency is the fitted concentration of half-maximal effect; % is set by controls: 0 for no effect and ±100 for the full control effect; nearly all actives have a fitted effect of over 50% in size
Target sequence (O75164 whole entry, looked up, the tested form may be a part): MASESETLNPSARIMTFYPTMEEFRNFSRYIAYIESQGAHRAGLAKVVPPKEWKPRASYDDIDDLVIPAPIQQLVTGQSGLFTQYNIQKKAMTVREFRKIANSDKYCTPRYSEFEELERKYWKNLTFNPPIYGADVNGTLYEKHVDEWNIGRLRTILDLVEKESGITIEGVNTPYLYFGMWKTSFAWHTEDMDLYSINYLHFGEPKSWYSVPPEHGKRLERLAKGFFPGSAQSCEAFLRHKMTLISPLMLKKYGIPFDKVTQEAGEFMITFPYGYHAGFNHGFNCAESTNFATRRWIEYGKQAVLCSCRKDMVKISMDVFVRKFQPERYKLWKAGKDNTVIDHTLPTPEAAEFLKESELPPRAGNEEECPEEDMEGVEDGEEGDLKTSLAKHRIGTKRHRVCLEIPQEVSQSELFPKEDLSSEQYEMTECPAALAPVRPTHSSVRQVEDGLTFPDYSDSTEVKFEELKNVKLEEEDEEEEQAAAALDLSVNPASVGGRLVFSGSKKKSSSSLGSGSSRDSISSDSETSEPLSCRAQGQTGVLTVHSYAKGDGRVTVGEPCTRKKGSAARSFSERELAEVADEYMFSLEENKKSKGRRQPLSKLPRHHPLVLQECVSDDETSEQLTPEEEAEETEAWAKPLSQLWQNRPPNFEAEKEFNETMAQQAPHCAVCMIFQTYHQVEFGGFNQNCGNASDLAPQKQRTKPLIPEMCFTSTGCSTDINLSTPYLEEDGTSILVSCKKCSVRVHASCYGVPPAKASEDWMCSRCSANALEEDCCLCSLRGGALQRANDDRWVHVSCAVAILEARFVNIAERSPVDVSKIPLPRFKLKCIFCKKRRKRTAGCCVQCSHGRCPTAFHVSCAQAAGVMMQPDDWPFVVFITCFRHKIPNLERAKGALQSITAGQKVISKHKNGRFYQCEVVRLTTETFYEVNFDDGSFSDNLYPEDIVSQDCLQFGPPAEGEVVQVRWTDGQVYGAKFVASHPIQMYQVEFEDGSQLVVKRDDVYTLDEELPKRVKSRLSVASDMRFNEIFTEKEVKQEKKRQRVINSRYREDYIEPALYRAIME
ERG-DNA inh – ERG Ets/DNA interaction inhibition | 370,000 tested, 0.028% active | fluorescence polarization, His-ERG Ets domain / labelled DNA | Potency, µM (top dose mostly 76.9 µM), for the others: at the top dose FP activity, negative = inhibition, actives largely listed as inhibitors | P11308; active = well fitted inhibition curve with a large enough effect in the polarisation, with a control signal flat; inconclusive = small, poorly fitted or top-dose-only effect, or effect the other way, or a change in a side signal; inactive = no such curve, though single readings can be large or run the other way; the % refers to the polarisation;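 note: polarization taken with two DNA probes labelled with fluorescein and Texas red; potency is the fitted concentration of half-maximal effect; % of control where 0% means no effect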
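His-tagged ERG Ets domain (1 uM in the protein solution; 300mM KCl, 50mM Tris-HCl, 1mM EDTA, 1mM DTT, pH 7.5) received compound, then a probe mix of 5 nM fluorescein-DNA and 100nM Texas-615-DNA. Fluorescence polarization was read for both dyes.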
BAZ2B block – inhibitors of human BAZ2B bromodomain; Q9UIF8; AlphaScreen BAZ2B-H3K14Ac peptide displacement; Potency, µM (doses to about 114 µM), for inactives: at the top dose activity change, negative = inhibition, actives largely listed as inhibitors; 360,000 tested, 4.4% active; AID 504333; note: potency is the fitted concentration of half-maximal effect; % is set by controls: 0 for no effect and ±100 for the full control effect; nearly all actives have a fitted effect of over 60% in size
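AlphaScreen displacement of biotin-H3(5-23)K14Ac peptide (50 nM final) from BAZ2B (50 nM final) in PBS pH 7.4, 0.01% Tween-20; complex preformed 30 min RT, then compounds (top 110 uM) 30 min RT, beads 20 min dark.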
G9a inh – blocks human histone lysine methyltransferase G9a; Q96KQ7; Potency, µM (titrated, usually from 102 µM), without a hit: at the highest dose activity, negative = inhibition, hits mostly inhibitors; G9a H3K9 monomethylation, AlphaScreen, 2 h; 350,000 tested, 8.8% active; note: potency is the fitted concentration of half-maximal effect; % is set by controls: 0 for no effect and ±100 for the full control effect; nearly all actives have a fitted effect of over 75% in size
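Readings reflect AlphaScreen signal from monomethyl-H3K9 antibody detection. HMT at 20 nM; substrate b-H3K9 500 nM; cofactor SAM 20 uM; 2 h RT reaction; compounds tested as titrations in qHTS with 15 min preincubation.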
HP1b chromo inh – HP1-beta chromodomain-methylated histone interaction inhibition | P83916 | AlphaScreen HP1-beta / biotin-H3K9me3 peptide binding | Potency, µM (highest dose often 114 µM), for inactives: at the top dose activity change, negative = inhibition, usual class: inhibitors | 390,000 tested, 0.56% active; note: potency is the fitted concentration of half-maximal effect; nearly all actives have a fitted effect of over 70% in size; inactives centre near 23
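Compound inhibition of the preformed complex between 50 nM HP1-beta and 50 nM biotinylated H3K9me3 peptide was read by AlphaScreen. Buffer was PBS pH 7.4 with 0.01% Tween-20. Incubations ran 30 min at room temperature, with 10 ug/mL donor/acceptor beads.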
GLS inh – inhibitors of human glutaminase (GLS). Potency, µM (highest dose often 45.5 µM), inactives show at the top dose activity change, negative = inhibition, hits mostly inhibitors. O94925. GLS enzymatic activity, qHTS titration. AID 624170. 410,000 tested, 0.21% active; note: potency is the fitted concentration of half-maximal effect; % is set by controls: 0 for no effect and ±100 for the full control effect
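Enzyme dispensed in phosphate buffer (45 mM, pH 8.2, 0.02% Tween-20), compounds pinned in, then 1 mM L-glutamine solution and the glutamate oxidase–HRP–Amplex Red mix added; fluorescence read immediately and again after 30 min at room temperature.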
ALOX12 inh – blocks human arachidonate 12S-lipoxygenase. P18054. purified 12hLO, xylenol orange hydroperoxide absorbance. Potency, µM (highest dose often 108 µM), for inactives: at the top dose activity change, negative = inhibition, usual class: inhibitors. 580,000 tested, 1.1% active. AID 1671190; note: potency is the fitted concentration of half-maximal effect; % is set by controls: 0 for no effect and ±100 for the full control effect
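Purified human 12hLO (150 nM final) in 25 mM Hepes, 0.01% Triton X-100, pH 7.0 was preincubated 15 min at room temperature with compound. Then 40 uM arachidonic acid was added, 30 min. Hydroperoxide was read by Fe-XO absorbance ratio 573/405 nm.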
Starred values were filed as active, the others as inactive; i = inactive; ? = inconclusive; / = no result given; & = joins results of further samples; [ ] = remark or other dose. Unless noted, calls come from the whole dose curve; as a rule, active = well fitted curve in the direction sought with a large enough effect; inconclusive = small, poorly fitted or top-dose-only effect, or another doubt; inactive = no such curve, though single readings can be large; an effect the other way counts as inactive or inconclusive. Some of the compounds tested; rates above refer to the full screens.

SMILES	PI4K2A block	RGS4 inhibitor	JMJD2A Tudor inh	ERG-DNA inh	BAZ2B block	G9a inh	HP1b chromo inh	GLS inh	ALOX12 inh
Cc1ccc(NC(=O)COC(=O)CN2C(=O)COc3ccccc32)cc1	-10	5%	9%	-4%	7%	2%[59 µM]	52%[activator]	-3%	-10%
N#CC1=C(N)NC(=S)C(C(N)=O)C1c1ccc([N+](=O)[O-])cc1 (stereo unspecified)	-4	?	89µM*	5%	-34%	/	7%	?	45µM*
COc1ccccc1CN1CCC(n2nccc2NC(=O)CCCc2ccccc2)CC1	0	-6%	-30%	-10%	-21%	13%	20%	-5%	-10%
CCOC(=O)c1c(C)n(C)c2cc(-c3cccc(C(F)(F)F)c3)c(O)cc12	-2	22%	-15%	9%	-1%	?	27%	11%	-28%
CNC(=S)N1CCC(NC(=O)C(Cc2ccc(F)cc2)NC(C)=O)CC1 (stereo unspecified)	2	-2%	-11%	5%	-4%	-1%	36%[activator]	14%	-4%
O=[N+]([O-])c1cccnc1N1CCCCC1	1	-12%	?	-6%	-28%	6%	-10%	-6%	0%
CCOC(=O)C1=C(COC(=O)/C=C/c2ccc(SC)cc2)NC(=O)NC1C (stereo unspecified)	4	-4%	-10%	0%	10%	7%	0%	-3%	-8%
COc1ccc(CCNC(=O)COC(=O)/C=C/c2ccc(OCC#N)c(OC)c2)cc1	-5	-11%	-11%	3%	12%	-11%[59 µM]	19%	3%	-6%
CC(C)(C)Nc1nc(Cl)nc(NC(C)(C)C)n1	2	18%	-7%	-2%	-20%	9%[59 µM]	16%	10%	-2%
COc1ccc(N2CCN(c3nc4c(c(=O)[nH]c(=O)n4C)n3Cc3cccc(C)c3)CC2)cc1	3	24%	?	-7%	-34%	10µM*	?	24%	-7%
Cn1nc(-c2ccccc2)cc1NC(=O)c1cccs1	-11	-18%	-12%	0%	-3%	/	37%	2%	?
COc1cc(/C=C/C(=O)OCc2csc(CC(=O)Nc3ccc(C)cc3)n2)ccc1OCC#N	0	17%	-21%	7%	8%	10µM*	27%	2%	21%
NC(=O)COC(=O)c1c2c(nc3ccccc13)CCCC2	5	-5%	7%	13%	/	23%	30%	-7%	-1%
COc1cc2c(cc1OC)CN(C(=O)c1cc(S(=O)(=O)N3CCCCC3)ccc1Cl)CC2	-5	4%	-31%	-4%	?	/	24%	-3%	121%[activator]
COc1ccc2nc(N(Cc3ccccc3)C(=O)CCNC(C)=O)sc2c1	-2	-5%	-10%	2%	-34%	32µM*	21%	1%	/
Cc1cc(N/N=C/c2c[nH]c3ccccc23)c2ccccc2n1	-2	26%	-16%	-2%	-35%	/	10%	-9%	16%
Cc1ccc2[nH]c(=O)c(CN(Cc3cccs3)Cc3nnnn3Cc3ccccc3)cc2c1	-4	0%	-32%	/	-26%	-1%[59 µM]	6%	5%	-6%[57.4 µM]
CC(C)CC(=O)NC(=S)Nc1cccc(NC(=O)c2ccccc2)c1	6	-53%	-20%	-11%	0%	-3%[59 µM]	19%	-5%	?
CCO[C@@H]1OC(C(=O)NCc2nc3ccccc3[nH]2)=C[C@H](C)[C@H]1CCCO	1	12%	-25%	0%	-4%	9%[12.7 µM]	44%[activator]	3%	-5%
O=C(NCCCN1CCCC1=O)c1cc(NS(=O)(=O)c2ccc(F)cc2)cc(NS(=O)(=O)c2ccc(F)cc2)c1	6	-4%	-7%	-3%	-3%	-35%[59 µM]	31%[activator]	-7%	-14%
O=C(c1cc2ccccc2cc1O)N1CCN(c2ccccc2O)CC1	-3	-13%	?	4%	-35%	45µM*	-13%	18%	?
COc1ccc(OC)c2c1C(=O)c1ccccc1C2=O	-1	1%	-12%	32µM*	-1%	-3%[59 µM]	12%	-13%	-5%
CC1(C(=O)N2CC3(CC(c4cccc([N+](=O)[O-])c4)=NO3)C[C@H]2C(=O)NCC(N)=O)CC1 (stereo partly specified)	1	16%	-26%	6%	9%	?	18%	10%	-7%
COc1cc(C2CC(=O)c3c([nH]c(C(=O)OCCOC(C)C)c3C)C2)cc(OC)c1OC (stereo unspecified)	-8	-5%	-28%	25%	-5%	-7%	38%	4%	240%[activator]

In the list so far, these contain a Cl atom:
SMILES	PI4K2A block	RGS4 inhibitor	JMJD2A Tudor inh	ERG-DNA inh	BAZ2B block	G9a inh	HP1b chromo inh	GLS inh	ALOX12 inh
CC(C)(C)Nc1nc(Cl)nc(NC(C)(C)C)n1	2	18%	-7%	-2%	-20%	9%[59 µM]	16%	10%	-2%
COc1cc2c(cc1OC)CN(C(=O)c1cc(S(=O)(=O)N3CCCCC3)ccc1Cl)CC2	-5	4%	-31%	-4%	?	/	24%	-3%	121%[activator]

Other compounds.
SMILES	PI4K2A block	RGS4 inhibitor	JMJD2A Tudor inh	ERG-DNA inh	BAZ2B block	G9a inh	HP1b chromo inh	GLS inh	ALOX12 inh
CCC(C)(C)n1c(=O)[nH]c2c(c1=O)CCC2	-2	8%	-14%	3%	0%	-7%	47%[activator]	-5%	0%
OC(COC(c1ccc(Cl)cc1)c1ccc(Cl)cc1)CN1CCN(c2ccccn2)CC1 (stereo unspecified)	-5	-2%	?	-17%	50µM*	?	-5%	6%	?
O=C(NNC(=O)c1ccccc1Br)c1ccncc1	-2	24%	-4%	-1%	6%	-3%	47%[activator]	4%	14%
Cc1ccc(S(=O)(=O)NCC(=O)N(CC2CCCO2)C(C(=O)NC2CCCCC2)C(C)C)cc1 (stereo unspecified)	1	-7%	1%	3%	2%	14%	20%	1%	-15%
COc1ccc(NC(=S)Nc2ccc(OC(F)F)cc2)cn1	3	-47%	-10%	0%	-12%	?	23%	?	?
CCN(CC)CCNC(=O)NC(=O)c1ccc(Cl)cc1	2	-11%	5%	8%	7%	11%[59 µM]	48%[activator]	0%	1%
CCCc1c(O)nc(SCCN(CCC)CCC)[nH]c1=O	6	14%	-19%	-14%	-12%	-3%[12.7 µM]	18%	19%	?
CC1=NN(C(=O)c2cc(C)nn2C)C(O)(C(F)(F)F)C1 (stereo unspecified)	-1	-10%	-19%	2%	-9%	-9%	44%[activator]	-7%	-16%
COc1cccc(N2CCN(S(=O)(=O)c3ccc4c(c3)N(C(C)=O)CCO4)CC2)c1	-5	5%	-27%	-14%	-25%	4%	8%	0%	49%[activator]
CC(C)C(NC(=O)c1ccco1)C(=O)NCC(c1ccco1)N1CCCCC1 (stereo unspecified)	5	-27%	-10%	3%	-5%	1%[12.7 µM]	36%	5%	-17%
O=C1CN(C(=O)CSc2nc3ccccc3c(=O)n2Cc2ccc(F)cc2)c2ccccc2N1	1	-8%	-17%	4%	-33%	-23%[59 µM]	23%	-1%	2%
Cc1cc(C(C)(C)C)nc2[nH]n(-c3ccccc3)c(=O)c12	2	14%	-25%	-11%	-10%	-1%	17%	5%	-7%
COc1ccc(C(C(=O)NCC2CCCO2)N(Cc2ccco2)C(=O)c2snc(C(N)=O)c2N)cc1OC (stereo unspecified)	-2	0%	1%	-1%	-9%	-5%	27%	-2%	25%
O=C(O)C1C2C=CC(C2)C1C(=O)NCc1ccc(Cl)cc1Cl (stereo unspecified)	-15	?	-9%	-1%	-9%	-4%	-7%	0%	0%
O=C(NCCc1ccc(Cl)cc1)c1ccc2c(c1)N(Cc1ccc(F)cc1)C(=O)CS2	2	14%	-13%	1%	-3%	5%[59 µM]	32%[activator]	-15%	-24%
FC(F)(F)c1ccc(Oc2ccc(Cl)cc2Br)nc1	-20	-1%	40%[activator]	-1%	50%[activator]	131%[activator]	128%[activator]	19%	-9%
CCOc1ccc(OCC)c(NC(=O)CN(c2ccc(OC)cc2)S(=O)(=O)c2c(C)noc2C)c1	0	-4%	-19%	1%	-25%	23%	14%	-2%	0%
Cc1cc(C)cc(N/C(N)=N/c2nc(C)cc(C)n2)c1	-2	8%	-17%	1%	2%	4%	5%	5%	-6%&-14%
Cc1cccc(N2CCN(S(=O)(=O)c3nnc(NC(=O)c4ccc(Cl)cc4)s3)CC2)c1	-1	5%	-29%	-5%	-30%	?	-2%	1%	2%
Cn1cnc(S(=O)(=O)NCc2cccs2)c1	-6	-36%	-8%	-6%	-4%	0%[59 µM]	20%	-1%	0%
Cc1nc2nc(SCC(=O)NCCCN3CCCCCC3)nn2c(C)c1Cc1ccccc1	-2	-52%	-20%	-6%	-17%	?	-18%	-2%	?
N=C(N)N1CCc2ccccc2C1	i	/	/	/	1%	-7%[12.7 µM]	/	-1%	-11%[3.43 µM]
N#CCCN(C(=O)COC(=O)CNC(=O)C12CC3CC(CC(C3)C1)C2)c1ccccc1	-5	-13%	-14%	-5%	-4%	-3%[0.501 µM]	17%	-8%	-11%
CCn1c(SCC(=O)Nc2nc(C)cs2)nnc1C(NC(=O)c1ccccc1Cl)C(C)C (stereo unspecified)	15	-20%	-13%	-10%	-4%	?	14%	7%	152%[activator]
CCn1c(SCC(=O)Nc2ccc(C)c(C)c2)nnc1-c1nonc1NC(C)=O	-1	5%	6%	-4%	1%	3%[59 µM]	52%[activator]	2%	-32%
Cc1ccc(OC(=O)CCC(=O)OCCCC(F)(F)C(F)(F)F)cc1	1	-17%	61%[activator]	-1%	79%[activator]	85%[activator][59 µM]	116%[activator]	-11%	0%
